High-throughput results (PubChem BioAssay)
L3MBTL1 inh – qHTS Assay for the Inhibitors of L3MBTL1 | Lethal(3)malignant brain tumor-like protein 1 (Homo sapiens), Q9Y468 | AlphaScreen L3MBTL1–H3K9me1 peptide binding | Potency, µM (series often up to 57.1 µM), for the others: at the top dose activity, negative = inhibition, most hits filed as inhibitors | hit rate 0.66% among 230,000; also: nearly all actives have a fitted effect of over 60% in size
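AlphaScreen proximity signal between nickel-chelate acceptor and streptavidin donor beads (final 10 ug/mL) reports binding of 50 nM L3MBTL1 to 75 nM biotin-H3 K9me1 peptide; complex incubated with compounds 30 min at room temperature; cefsulodin titration as control.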
Tau ThT inhib – qHTS for Inhibitors of Tau Fibril Formation, Thioflavin T Binding; Microtubule-associated protein tau (Homo sapiens), P10636; recombinant tau K18 P301L, heparin-induced fibrillization, ThT fluorescence; Potency, µM (doses to about 57.4 µM), inactives show at the highest dose activity, negative = inhibition, hits mostly inhibitors; hit rate 2.1% among 270,000; also: nearly all actives have a fitted effect of over 55% in size
Target sequence (P10636 561-689 P618L limits assumed): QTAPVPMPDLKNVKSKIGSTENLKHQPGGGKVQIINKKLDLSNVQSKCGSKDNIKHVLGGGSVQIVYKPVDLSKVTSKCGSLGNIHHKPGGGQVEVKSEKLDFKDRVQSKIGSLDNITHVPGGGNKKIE
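Fibril formation assay: tau K18 P301L at 15 uM with trace Alexa 594 label, heparin inducer 20 uM, pH 7 sodium acetate buffer, 37 C for 6 hr; endpoint ThT signal.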
TRb-SRC2 inh – qHTS for Inhibitors of the Interaction of Thyroid Hormone Receptor and Steroid Receptor Coregulator 2; Thyroid hormone receptor beta (Homo sapiens), P10828; TRbeta-SRC2 peptide binding, fluorescence polarization; receptor liganded with 1 µM T3; Potency, µM (series often up to 106 µM), without a hit: top-dose activity change, negative = inhibition, most hits filed as inhibitors; hit rate 0.065% among 280,000;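 also: plate controls were bound peptide for no effect and peptide without receptor for full effect; nearly all actives have a fitted effect of over 50% in size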
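Each compound concentration gave % activity, normalized to unbound and bound Texas Red SRC2 controls, from polarization read after 5 hr ambient incubation with T3-loaded human TRb LBD.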
GLA spleen mod – qHTS Assay for Inhibitors and Activators of Human alpha-Galactosidase From Spleen Homogenate; hit rate 0.008% among 240,000; human spleen homogenate, 4MU-alpha-Gal fluorescence, 40 min; Potency, µM (titrated, usually from 80 µM), for inactives: at the highest dose activity change, negative = inhibition, most hits filed as inhibitors;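 also: 0% = enzyme with vehicle and -100% = no enzyme basal signal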
Target sequence (P06280 32-429 limits assumed): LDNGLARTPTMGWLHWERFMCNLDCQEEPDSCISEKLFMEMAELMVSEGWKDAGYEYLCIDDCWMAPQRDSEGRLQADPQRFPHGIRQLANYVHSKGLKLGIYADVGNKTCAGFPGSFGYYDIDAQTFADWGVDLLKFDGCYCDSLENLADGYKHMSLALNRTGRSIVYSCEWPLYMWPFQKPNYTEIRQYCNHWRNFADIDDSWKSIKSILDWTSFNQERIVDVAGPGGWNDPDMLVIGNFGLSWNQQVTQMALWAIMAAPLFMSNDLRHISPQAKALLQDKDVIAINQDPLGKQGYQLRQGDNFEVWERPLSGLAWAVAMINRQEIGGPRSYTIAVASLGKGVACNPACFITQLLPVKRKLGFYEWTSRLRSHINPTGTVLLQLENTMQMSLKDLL
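Inhibition or activation of alpha-galactosidase in human spleen homogenate is scored by 4-MU fluorescence after 40 min at 37C, pH 5.0, with 1 mM substrate. AC50s come from concentration-response fitted to the Hill equation.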
Tau fluor counter – Counterscreen qHTS for Inhibitors of Tau Fibril Formation, Fluorescence Polarization | AID 1463, 2008 | Potency, µM (top dose mostly 57.7 µM), without a hit: top-dose activity change, negative = decrease | tau K18 P301L (four-repeat tau fragment) Alexa594 fluorescence, heparin fibrillization | hit rate 0.93% among 280,000; also: nearly all actives have a fitted effect of over 55% in size
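Human K18 P301L tau (15 uM unlabeled plus 0.24 uM Alexa 594-labeled, final) in 100 mM sodium acetate pH 7 was mixed with compound and 20 uM heparin and incubated 6 hr at 37 C.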
Tau fibril FP – qHTS for Inhibitors of Tau Fibril Formation, Fluorescence Polarization. hit rate 0.39% among 280,000. Potency, µM (highest dose often 57.7 µM), without a hit: at the highest dose activity, negative = inhibition, hits mostly inhibitors. AID 1468, 2008. Microtubule-associated protein tau (Homo sapiens), P10636. K18 P301L tau heparin fibrillization, Alexa594 FP, 6 h; also: nearly all actives have a fitted effect of over 55% in size
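K18 P301L tau (15 uM unlabeled/0.24 uM Alexa 594-labeled, final) + compound + heparin 20 uM final; 100 mM NaOAc pH 7; 6 hr 37 C; ThT 30 uM final added, 1 hr RT; FP ex 555/em 632 nm.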
ALDH1A1 inh – qHTS Assay for Inhibitors of Aldehyde Dehydrogenase 1 (ALDH1A1); hit rate 7.3% among 220,000; AID 1030, 2008; Potency, µM (series often up to 75.3 µM), without a hit: at the top dose activity, negative = inhibition, hits mostly inhibitors; Purified ALDH1A1, NADH fluorescence, propionaldehyde substrate; active = well fitted inhibition curve with a large enough effect, not every such curve was filed as active; inconclusive = small, poorly fitted or top-dose-only effect, or another doubt; inactive = no such curve, though single readings can be large or run the other way;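 also: plate controls were no enzyme wells and a reference inhibitor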
Target sequence (P00352 whole entry, looked up): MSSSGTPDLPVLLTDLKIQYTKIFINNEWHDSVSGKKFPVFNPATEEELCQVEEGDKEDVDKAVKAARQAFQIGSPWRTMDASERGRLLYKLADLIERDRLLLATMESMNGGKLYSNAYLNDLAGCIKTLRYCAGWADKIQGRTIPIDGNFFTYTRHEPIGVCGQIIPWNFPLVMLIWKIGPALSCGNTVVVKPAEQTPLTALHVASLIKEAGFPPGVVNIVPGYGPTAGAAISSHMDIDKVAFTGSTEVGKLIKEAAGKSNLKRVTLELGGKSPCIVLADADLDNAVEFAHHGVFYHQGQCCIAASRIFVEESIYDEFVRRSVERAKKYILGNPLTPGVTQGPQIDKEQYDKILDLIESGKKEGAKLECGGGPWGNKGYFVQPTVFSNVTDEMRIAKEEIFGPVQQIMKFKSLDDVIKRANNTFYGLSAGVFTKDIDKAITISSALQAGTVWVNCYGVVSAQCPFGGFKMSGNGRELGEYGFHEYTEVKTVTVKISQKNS
TR SRC2 fluor cs – Total Fluorescence Counterscreen for Inhibitors of the Interaction of Thyroid Hormone Receptor and Steroid Receptor Coregulator 2; Potency, µM (series often up to 106 µM), for inactives: top-dose fluorescence change, negative = quenching; TRb/SRC2 Texas Red total fluorescence interference; AID 1479, 2009; hit rate 0.29% among 280,000; active = well fitted curve in either direction with a large enough effect; inconclusive = small, poorly fitted or top-dose-only effect
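Flags fluorescent or light-absorbing compounds by total fluorescence, S + 2P, at 555 nm excitation and 632 nm emission. Mixture: 20 nM Texas Red SRC2 peptide, 0.6 uM human TRb LBD, 1 uM T3, 5% DMSO; compound exposure 5 h at ambient temperature.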
* marks the source's active call; other numbers are inactive results; ? = inconclusive; nt = not tested or not shown. Unless noted, calls follow the shape of the dose curve; as a rule, active = well fitted curve in the direction sought with a large enough effect; inconclusive = small, poorly fitted or top-dose-only effect, or another doubt; inactive = no such curve, though single readings can be large; an effect the other way counts as inactive or inconclusive. Unless noted, % is scaled to controls: 0 for no effect and ±100 for the full control effect; potency is read from the fitted curve at half-maximal effect. Random draw from the library, and some 8.5% of all compounds hit somewhere here.

SMILES	L3MBTL1 inh	Tau ThT inhib	TRb-SRC2 inh	GLA spleen mod	Tau fluor counter	Tau fibril FP	ALDH1A1 inh	TR SRC2 fluor cs
Cc1cc(C)c2oc(C(=O)N(Cc3cccs3)C3CCS(=O)(=O)C3)cc(=O)c2c1 (stereo unspecified)	-5%	-7%	-1%	10%	-2%	7%	nt	-2%
COc1ccc(C(=O)CSc2nnc(CC(=O)Nc3ccccc3OC)n2C)cc1	nt	-5%	2%	5%	-5%	-7%	5%	-3%
CCCCC(=O)Nc1ccc2c(c1)nc(CCN1CCN(C)CC1)n2C	4%	-6%	3%	9%	-6%	-3%	nt	-1%
COc1ccc(N2CCN(C(c3cc(OC)ccc3OC)c3nnnn3Cc3ccco3)CC2)cc1 (stereo unspecified)	-21%	?	-1%	9%	-27%	?	-8%	2%
O=C(CSc1ccc2nnc(-c3ccc(F)cc3)n2n1)NCC1CCCO1 (stereo unspecified)	-4%	-14%	-10%	10%	-8%	?	?	0%
O=C(c1ccc(F)cc1)N1c2nc(-c3ccco3)nn2C2(CCCCC2)[C@@H]2CCCC[C@@H]21	nt	0%	1%	nt	2%	4%	nt	5%
COC(=O)c1ccc(OC(=O)C23CCC(C)(C(=O)O2)C3(C)C)cc1 (stereo unspecified)	-1%	-14%	7%	2%	-11%	10%	-4%	-2%
Cc1ccccc1C(=O)NNC(=O)C(=O)Nc1cccc(Cl)c1C	-2%	5%	-23%	17%	1%	-3%	-2%	1%
Cc1ccc(C(C(=O)NC2CCCCC2)N(Cc2ccco2)C(=O)C2COc3ccccc3O2)o1 (stereo unspecified)	nt	-8%	-6%	-1%	-6%	-3%	12%	-7%
O=C(NNC(=S)NC1CCCCC1)c1cccc(S(=O)(=O)Nc2ccccc2Cl)c1	-12%	?	9%	5%	-30%	-1%	?	1%
O=C(CCNC(=O)c1ccccc1Cl)Nc1cc(S(=O)(=O)N2CCOCC2)ccc1N1CCOCC1	nt	2%	4%	6%	0%	-1%	nt	-1%
COc1ccccc1OC1=NS(=O)(=O)c2ccccc21	9%	-9%	-10%	-5%	0%	4%	4%	-2%
Cc1c(CCO)c(=O)[nH]n1S(=O)(=O)c1ccccc1	nt	0%	4%	3%	4%	6%	?	-1%
Cc1ccc(CNC(=O)C2CC(=O)OC23CCCC3)c(C)c1 (stereo unspecified)	?	-7%	-12%	0%	-2%	1%	3%	-2%
CCOC(=O)c1ccc(S(=O)(=O)NNC(=O)c2cccc(N(C)C)c2)cc1	-9%	-10%	-5%	5%	-6%	3%	?	-2%
COc1cccc(/C=C/C(=O)OCC(=O)Nc2ccc(S(=O)(=O)N3CCCC3)cc2)c1	-5%	3%	7%	3%	2%	-9%	7.1µM*	1%
O=C(Oc1ccc2c3c(c(=O)oc2c1)CCCC3)c1cccs1	14%	?	1%	?	-21%	-14%	?	0%
COc1ccccc1C(=O)NNC1CC(=O)N(c2ccc3c(c2)OCCO3)C1=O (stereo unspecified)	6%	-19%	2%	0%	-4%	2%	-7%	-1%
Cc1ccc(S(=O)(=O)Nc2ccc(-c3csc(-c4ccccc4)n3)cc2)cc1	-9%	-8%	-3%	8%	?	?	2%	-3%
CCC1ON(C(C)C)C2c3nc4ccccc4n3CC12 (stereo unspecified)	nt	3%	-7%	1%	1%	0%	nt	-1%
COc1ccccc1CNC(=O)CCn1cnc2ccccc2c1=O	nt	-2%	-9%	nt	1%	8%	nt	2%
CC(C)N(C(=O)Nc1ccc2nsnc2c1)C(C)C	-76%	?	0%	-18%	?	?	?	-8%
O=C(/C=C/c1ccc(Cl)cc1Cl)NC(=S)Nc1ccccn1	10%	?	1%	4%	-22%	4%	3%	1%
O=C1CCC(=O)N1c1ccc(NCCc2ccccc2F)c([N+](=O)[O-])c1	nt	?	-2%	-4%	?	-8%	9%	2%
COc1cc2c(C(=O)NCCCN3CC(C)CC(C)C3)cn(CC(C)C)c(=O)c2cc1OC (stereo unspecified)	2%	-6%	-14%	0%	-5%	-7%	-11%	0%
Cc1noc(C)c1COC(=O)c1ccc(-c2nc3ccccc3s2)s1	nt	?	0%	-2%	-28%	-13%	?	-5%
COc1ccc(C(C(=O)NC2CCCCC2)N(C(=O)Cc2c[nH]c3ccccc23)c2ccccc2C)cc1OC (stereo unspecified)	-2%	-9%	-4%	-5%	-23%	6%	?	1%
COc1ccccc1-c1cn(S(=O)(=O)c2ccc(F)cc2)nc1N	2%	-2%	1%	-5%	-28%	2%	4%	0%
O=C(CSc1nnnn1-c1ccccc1)N1CCc2ccccc2C1	7%	-5%	-2%	-1%	-12%	2%	20µM*	-1%
O=c1oc2cc(O)ccc2cc1-c1ccc(F)cc1	30%	-17%	9%	?	-26%	-2%	?	-1%
Cc1ccc(/C(N)=N/OC(=O)Oc2ccccc2)cc1	nt	-3%	-2%	7%	-7%	2%	11%	1%
O=C(N/N=C/C=C/c1ccccc1)c1ccccc1Br	-3%	3%	1%	-3%	-6%	2%	1%	-1%
Cc1cc(NC(=O)c2cc3n(n2)C(C(F)(F)F)CC(c2ccco2)N3)n(-c2ccccc2)n1 (stereo unspecified)	-5%	?	-4%	-2%	-24%	-2%	-7%	-1%
CCOC(=O)C1=C(C)NC(=O)NC1c1ccc(OCC(N)=O)cc1 (stereo unspecified)	?	1%	-5%	-9%	4%	3%	8%	-1%
C=CCn1c(CSc2nc3ccccc3s2)nnc1SCC(=O)NCCN1CCOCC1	0%	-3%	-13%	-9%	3%	-4%	-6%	-1%
CC(C)(C)NC(=O)CCCSc1nc2ccccc2s1	8%	-5%	-6%	-9%	-2%	-2%	-3%	2%
O=C(O)CSc1nc(-c2ccccc2)nc2c1CCCC2	nt	nt	2%	-6%	25%	7%	nt	-3%
CCc1cccc(-n2nnc(-c3nsc(NC(=O)c4cccs4)n3)c2C)c1	nt	?	-7%	nt	-7%	-12%	nt	0%
COC(=O)c1cn(-c2ccccc2)nc1-c1ccccc1	nt	-16%	-11%	-1%	?	?	-11%	-3%
Cc1cccc(NC(=S)NNC(=O)COc2ccc(Cl)cc2Cl)c1	-3%	?	-10%	5%	?	-3%	6.3µM*	?
c1nc(N2CCNCC2)c2cc(-c3ccc4c(c3)OCO4)ccc2n1	nt	-12%	-2%	-2%	-13%	-2%	-10%	-4%
CN1CCCC(OC(=O)c2cccc(Cl)c2)C1 (stereo unspecified)	?	-3%	5%	9%	-7%	3%	-8%	3%
O=C(NCCc1c[nH]c2ccccc12)C(=O)NCC1OCCN1S(=O)(=O)c1ccc(F)cc1 (stereo unspecified)	-10%	?	-3%	0%	?	12%	-2%	-1%
O=C(NCCCn1ccnc1)C(=O)NCC1OCCN1S(=O)(=O)c1ccccc1 (stereo unspecified)	nt	-3%	-1%	-3%	-6%	-9%	0%	-2%
CCC(=O)/C=C1\Sc2ccccc2N1CC	-1%	1%	-2%	-3%	9%	0%	?	-2%
O=C(COc1ccc(Cl)cc1)Nc1ccc(N2CCN(C(=O)c3ccco3)CC2)cc1	-6%	?	3%	-17%	?	7%	8%	-4%

Another view of some results above.
Sequence of screens – L3MBTL1 inh, Tau ThT inhib, TRb-SRC2 inh, GLA spleen mod, Tau fluor counter, Tau fibril FP, ALDH1A1 inh, TR SRC2 fluor cs
> Cc1cc(NC(=O)c2cc3n(n2)C(C(F)(F)F)CC(c2ccco2)N3)n(-c2ccccc2)n1 (stereo unspecified)
 : -5%, ?, -4%, -2%, -24%, -2%, -7%, -1%
> CCOC(=O)C1=C(C)NC(=O)NC1c1ccc(OCC(N)=O)cc1 (stereo unspecified)
 : ?, 1%, -5%, -9%, 4%, 3%, 8%, -1%
> C=CCn1c(CSc2nc3ccccc3s2)nnc1SCC(=O)NCCN1CCOCC1
 : 0%, -3%, -13%, -9%, 3%, -4%, -6%, -1%
> CC(C)(C)NC(=O)CCCSc1nc2ccccc2s1
 : 8%, -5%, -6%, -9%, -2%, -2%, -3%, 2%
> O=C(O)CSc1nc(-c2ccccc2)nc2c1CCCC2
 : nt, nt, 2%, -6%, 25%, 7%, nt, -3%
> CCc1cccc(-n2nnc(-c3nsc(NC(=O)c4cccs4)n3)c2C)c1
 : nt, ?, -7%, nt, -7%, -12%, nt, 0%
> COC(=O)c1cn(-c2ccccc2)nc1-c1ccccc1
 : nt, -16%, -11%, -1%, ?, ?, -11%, -3%
> Cc1cccc(NC(=S)NNC(=O)COc2ccc(Cl)cc2Cl)c1
 : -3%, ?, -10%, 5%, ?, -3%, 6.3µM*, ?
> c1nc(N2CCNCC2)c2cc(-c3ccc4c(c3)OCO4)ccc2n1
 : nt, -12%, -2%, -2%, -13%, -2%, -10%, -4%
> CN1CCCC(OC(=O)c2cccc(Cl)c2)C1 (stereo unspecified)
 : ?, -3%, 5%, 9%, -7%, 3%, -8%, 3%
> O=C(NCCc1c[nH]c2ccccc12)C(=O)NCC1OCCN1S(=O)(=O)c1ccc(F)cc1 (stereo unspecified)
 : -10%, ?, -3%, 0%, ?, 12%, -2%, -1%
> O=C(NCCCn1ccnc1)C(=O)NCC1OCCN1S(=O)(=O)c1ccccc1 (stereo unspecified)
 : nt, -3%, -1%, -3%, -6%, -9%, 0%, -2%
> CCC(=O)/C=C1\Sc2ccccc2N1CC
 : -1%, 1%, -2%, -3%, 9%, 0%, ?, -2%
> O=C(COc1ccc(Cl)cc1)Nc1ccc(N2CCN(C(=O)c3ccco3)CC2)cc1
 : -6%, ?, 3%, -17%, ?, 7%, 8%, -4%
